# RBBP9 inh – blocks human serine hydrolase RBBP9 | O75884 | recombinant RBBP9, FP-Rh probe fluorescence polarization | inhibition, % at 7.94 µM | 0.2% of 220,000 active | AID 1515;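 active = inhibition above the campaign mean of all tested compounds plus 3 SD, cut at about 14% in these data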;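 also: plate controls were DMSO wells with RBBP9 for no effect and wells lacking RBBP9 protein for full effect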
# Target sequence (O75884 whole entry, looked up): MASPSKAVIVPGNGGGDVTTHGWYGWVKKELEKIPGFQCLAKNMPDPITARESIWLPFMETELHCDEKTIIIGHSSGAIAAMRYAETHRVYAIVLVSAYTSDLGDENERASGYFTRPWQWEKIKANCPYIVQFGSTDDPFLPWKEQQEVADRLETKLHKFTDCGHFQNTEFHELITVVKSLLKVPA
#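 System: RBBP9 protein / Buffer or medium: Tris/NaCl buffer pH 8.0 with 0.1% Pluronic / Probe or stimulus: Serine-hydrolase probe FP-Rh, 375 nM pre-mixing / Dosing: 7.94 µM single dose, 0.794% DMSO / Times: enzyme-compound preincubation 30 min, then probe labeling 45 min, 25 °C / Technique: fluorescence polarization (mP), excitation 525 nm, emission 598 nm / Replication: singlicate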
# Furin inhibitor – blocks human furin protease activity | P09958 | purified furin, fluorogenic substrate cleavage | 0.061% of 220,000 active | inhibition, % at 30 µM; in the data active = inhibition above about 25%; also: inactives centre near -15
# Target sequence (P09958 108-714 limits assumed): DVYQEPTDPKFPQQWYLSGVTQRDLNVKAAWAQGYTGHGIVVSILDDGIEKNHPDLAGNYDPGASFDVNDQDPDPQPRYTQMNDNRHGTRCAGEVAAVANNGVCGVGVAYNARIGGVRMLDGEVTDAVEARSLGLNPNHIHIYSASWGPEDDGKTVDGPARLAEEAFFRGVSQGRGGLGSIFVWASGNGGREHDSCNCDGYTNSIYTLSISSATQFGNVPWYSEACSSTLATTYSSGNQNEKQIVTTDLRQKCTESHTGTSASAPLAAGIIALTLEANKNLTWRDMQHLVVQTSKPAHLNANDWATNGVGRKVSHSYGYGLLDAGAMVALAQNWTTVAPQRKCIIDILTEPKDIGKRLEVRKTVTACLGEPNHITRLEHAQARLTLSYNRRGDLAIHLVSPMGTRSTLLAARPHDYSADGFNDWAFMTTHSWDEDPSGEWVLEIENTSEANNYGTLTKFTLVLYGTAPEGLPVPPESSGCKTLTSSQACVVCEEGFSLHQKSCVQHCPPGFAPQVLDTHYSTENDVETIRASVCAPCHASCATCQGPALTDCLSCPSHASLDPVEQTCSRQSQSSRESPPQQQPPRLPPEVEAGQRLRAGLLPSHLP
# Tb hexokinase – T. brucei hexokinase 1 inhibition; recombinant TbHK1, G6PDH-coupled NADH A340; inhibition, % at 10 µM; 0.11% of 220,000 active;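 active = inhibition of 50% or more in the single-dose primary screen; inactive = inhibition below 50%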
# EBV gp42 block – blocks Epstein-Barr virus glycoprotein 42 binding; AID 1085; inhibition, % (tested at 21.74 µM); Fluorescence polarization binding assay, mP read-out; 0.42% of 220,000 active; in the data active = inhibition above about 50%
# Target sequence (Q1HVG2 whole entry, looked up): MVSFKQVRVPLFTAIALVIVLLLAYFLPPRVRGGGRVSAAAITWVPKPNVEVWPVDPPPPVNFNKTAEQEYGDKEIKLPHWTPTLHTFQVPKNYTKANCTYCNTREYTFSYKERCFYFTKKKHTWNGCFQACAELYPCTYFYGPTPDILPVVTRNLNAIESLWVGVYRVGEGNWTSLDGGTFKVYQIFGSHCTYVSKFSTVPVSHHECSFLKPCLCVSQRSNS
# Runt-SMMHC FRET – inhibitors of human RUNX1 Runt domain binding to CBFb-SMMHC | inhibition, % at 20 µM | 0.74% of 220,000 active | Cerulean-Runt/Venus-CBFb-SMMHC FRET ratio 530/480, 1 h | Q01196+Q13951;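 active = mean inhibition across duplicate retests at 20 µM reaching about 50%, limit read from the data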;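 also: 0% = DMSO wells and 100% = wells with excess untagged CBFb-SMMHC; inhibitors lower the FRET ratio by blocking Runt binding to CBFb-SMMHC; some results filed as inactive read as strong as hits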
# p97 ATPase inh – blocks human p97 ATPase activity. recombinant p97 ATPase, Kinase-Glo ATP luminescence, 3 h. 0.42% of 220,000 active. P55072. AID 1481. inhibition, % at 8 µM; in the data active = inhibition above about 15%;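 also: 0% = DMSO vehicle and 100% = wells lacking enzyme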
# Runt-CBFb FRET – blocks binding of human RUNX1 Runt domain to CBFb | Q01196+Q13951 | Cerulean-Runt/Venus-CBFb FRET ratio 530/480, 1 h | 0.46% of 220,000 active | AID 1496 | inhibition, % at 20 µM;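 active = inhibition over about 50% at 20 µM in the single-dose screen, limit read from the data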;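 also: 0% = DMSO wells and 100% = excess unlabeled CBFb competitor control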
#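 Doses: 20 µM compound in 1% DMSO | Material: Cerulean-labeled Runt domain protein | Amount: Each fluorescent fusion protein 100 nM | Schedule: Two 1 h room-temperature incubations shielded from light | Measured by: FRET fluorescence | Evaluation: Loss of energy transfer signal | Controls: Unlabeled CBFb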
# NCF1 inh – p47phox (human) inhibition. P14598. p47phox/p22phox peptide binding, fluorescence polarization, 2 h. inhibition, % at 24.7 µM. 0.53% of 220,000 active. AID 1274;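 active = inhibition above about 30%, limit read from the data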;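 also: 0% = p47phox with labelled peptide and 100% = labelled peptide alone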
# m-calpain inh – calpain II (pig) inhibition; purified calpain II, fluorogenic peptide substrate, 30 min; inhibition, % at 16 µM; 0.37% of 220,000 active; AID 1236;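 active = inhibition above about 50%, limit read from the data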
# Active calls of the source: *; i = inactive; . = not tested or not shown; [ ] = another dose, or the depositor's remark. The order is random; any-hit rate near 2.7%.
SMILES,RBBP9 inh,Furin inhibitor,Tb hexokinase,EBV gp42 block,Runt-SMMHC FRET,p97 ATPase inh,Runt-CBFb FRET,NCF1 inh,m-calpain inh
COc1ccc(CCNC(=O)CSCc2c(F)cccc2Cl)cc1OC,-5,-14,9,2,-4,-5,1,-1,23
CCc1ccccc1NC(=O)Cn1c(=O)n(-c2ccc(CC(=O)NCC3CCCO3)cc2)c(=O)c2ccccc21 (stereo not given),-6,-24,-8,-15,0,1,1,-6,-34
Cc1cc(SCC(=O)N(C)C2CCS(=O)(=O)C2)nc2c(C)cccc12 (stereo not given),-4,11,1,-19,2,-4,-1,-8,32
CCN(CC)c1ccc(NC(=O)CCCCCN2C(=O)c3ccccc3C2=O)cc1,-4,-11,-4,-19,19,-2,13,7,35
Cc1cccc2nc(CSc3nnnn3-c3ccccc3)cn12,-4,-16,26,-4,-2,4,-2,1,-43
Cc1ccc(-n2nc3c(c2NC(=O)c2ccc4c(c2)OCO4)CS(=O)C3)cc1 (stereo not given),4,-6[20 µM],1,-15,1,2,0,-5,-17
O=C(/C=C/c1ccc(OCc2cccc(Cl)c2)cc1)N1CCOCC1,11,-15,-12,-15,-4,-3,-6,-11,-18
Cc1ccc(Cn2c(/C=C/c3ccco3)nc3ccccc32)cc1,-4,-5,-15,25,-12,2,-1,-60,-23
COC(=O)C1=C(C(=O)OC)C2(OC1c1ccc(Br)cc1)C(=O)c1ccccc1C2=O (stereo not given),1,-14[20 µM],-9,-28,-6,2,-3,-26,-52
CC(=O)NCC(=O)OCc1ccc([N+](=O)[O-])cc1,-2,-12,-9,-14,1,3,-2,-6,-13
Cc1ccc(N=Cc2c(O)n(C)c(=O)n(C)c2=O)nc1,-5,10,20,-24,0,4,-1,-5,7
O=C(NCCc1ccccc1)c1cc(S(=O)(=O)N2CCOCC2)ccc1F,-3,-14[20 µM],1,-17,-2,2,0,-11,2

# Part of the list above, limited to Runt-CBFb FRET, EBV gp42 block and Runt-SMMHC FRET:
molecule	Runt-CBFb FRET	EBV gp42 block	Runt-SMMHC FRET
Cc1ccc(-n2nc3c(c2NC(=O)c2ccc4c(c2)OCO4)CS(=O)C3)cc1 (stereo not given)	0	-15	1
Cc1ccc(N=Cc2c(O)n(C)c(=O)n(C)c2=O)nc1	-1	-24	0
CCN(CC)c1ccc(NC(=O)CCCCCN2C(=O)c3ccccc3C2=O)cc1	13	-19	19
O=C(/C=C/c1ccc(OCc2cccc(Cl)c2)cc1)N1CCOCC1	-6	-15	-4

# One compound at a time, as listed above.
# Entry for COC(=O)C1=C(C(=O)OC)C2(OC1c1ccc(Br)cc1)C(=O)c1ccccc1C2=O (stereo not given) = RBBP9 inh: 1; Furin inhibitor: -14[20 µM]; Tb hexokinase: -9; EBV gp42 block: -28; Runt-SMMHC FRET: -6; p97 ATPase inh: 2; Runt-CBFb FRET: -3; NCF1 inh: -26; m-calpain inh: -52
# Entry for CCc1ccccc1NC(=O)Cn1c(=O)n(-c2ccc(CC(=O)NCC3CCCO3)cc2)c(=O)c2ccccc21 (stereo not given) = RBBP9 inh: -6; Furin inhibitor: -24; Tb hexokinase: -8; EBV gp42 block: -15; Runt-SMMHC FRET: 0; p97 ATPase inh: 1; Runt-CBFb FRET: 1; NCF1 inh: -6; m-calpain inh: -34

# Back to the main list, repeating the 2 entries before the break.
SMILES,RBBP9 inh,Furin inhibitor,Tb hexokinase,EBV gp42 block,Runt-SMMHC FRET,p97 ATPase inh,Runt-CBFb FRET,NCF1 inh,m-calpain inh
Cc1ccc(N=Cc2c(O)n(C)c(=O)n(C)c2=O)nc1,-5,10,20,-24,0,4,-1,-5,7
O=C(NCCc1ccccc1)c1cc(S(=O)(=O)N2CCOCC2)ccc1F,-3,-14[20 µM],1,-17,-2,2,0,-11,2
O=C(CN1C(=O)c2ccccc2C1=O)N1CCN(c2nnc(-c3ccccc3)c3ccccc23)CC1,-4,-22[20 µM],-3,-4,-3,2,0,0,-12
COc1cc(CC(=O)N/N=C/c2ccccc2)c([N+](=O)[O-])cc1OC,-8,-1,-14,-8,-3,-2,1,-5,30
COC(=O)[C@H](Cc1c[nH]c2ccccc12)NC(=O)Nc1ccccc1OC,-12,-21,6,-8,2,0,0,-9,7
Cc1ccccc1NC(=O)COC(=O)c1ccc(S(C)(=O)=O)c([N+](=O)[O-])c1,-3,-21,-1,-6,-1,4,0,-1,14
CN1CCN(NC(=O)c2ccc(Cl)c(S(=O)(=O)Nc3ccc(Cl)cc3)c2)CC1,-3,-10,-13,-20,-2,4,2,-8,-5
CC(=O)NC(NC(C)=O)c1ccc(Br)cc1,6,-10,18,-20,0,4,1,1,-4
COc1ccc(CCNC(=O)C/C(C)=N/NC(=O)C(c2ccccc2)c2ccccc2)cc1OC,-7,-17,-22,-4,2,2,1,-5,-11
COC(=O)c1cnn(-c2nc(OC)cc(OC)n2)c1C,-8,1,-2,8,4,-6,-1,3,12
Cc1cc(Nc2ccccc2)n(-c2ccc(Br)cc2)n1,-4,-22[20 µM],-9,2,-2,1,0,-5,23
CCCCC(=O)Nc1ccc(C(=O)N2CCC(C(=O)OCC)CC2)cc1,-5,-11[20 µM],8,-7,-3,2,2,3,13
CC1CC(N(C(=O)c2ccccc2Cl)c2ccccc2)c2ccccc2N1 (stereo not given),-5,-22[20 µM],-11,3,-1,-3,0,-8,-22
Cc1cc2ncc(S(C)(=O)=O)c(N)n2n1,-3,-31,-3,4,-2,1,0,1,-12
CSc1nc2sccc2c(=O)[nH]1,-3,-30,-1,-5,-2,2,1,-5,11
C=CC[C@H]1CC(C)=C[C@H](CC=C)N1,-7,-17,2,9,0,0,-1,-4,3
CCC(=O)N1CCN(c2ccccc2NC(=O)c2ccc(-c3cccc([N+](=O)[O-])c3)o2)CC1,-8,-7,-2,9,-1,-4,7,-3,22
COC(=O)Oc1c(Br)c(=O)oc2ccccc12,-17,2[20 µM],7,3,.,-7,.,-11,-411
Cc1ccc(S(=O)(=O)N2CCN(CC(=O)N/N=C/c3ccccc3OCC(=O)O)CC2)cc1,6,-22,-8,3,-3,3,0,-13,-20
Cc1ccc(S(=O)(=O)NC(=O)NN2CCCCCC2)cc1,-1,-15,-3,-6,0,6,-1,-7,4
Cc1cc(C)n(-c2ccc(C(=O)OCC(=O)Nc3ccccc3[N+](=O)[O-])cc2)n1,2,-17,-2,-3,-46,3,-5,0,-7
O=C(CN1CCC(c2nc3ccccc3[nH]2)CC1)NCc1ccc2c(c1)OCO2,-13,-3,10,-11,-1,-8,1,-8,-30
C=CCNC(=S)N1CCN(c2cccc(C(F)(F)F)c2)CC1,-2,-21,0,-1,2,-3,-2,-4,27
Clc1ccccc1OCc1nnc2n1CCCCC2,-5,-24,-6,-13,0,2,1,6,-13
COc1ccc2c(c1)nc(SCC(O)c1ccccc1)n2C (stereo not given),-1,-29,2,-2,4,1,0,-5,-29
C=CCSC(=S)NC1CCS(=O)(=O)C1 (stereo not given),0,-12,4,-7,-5,3,1,-6,3
O=C(NC(Cc1ccccc1)C(=O)N1CCN(c2ccccn2)CC1)c1ccco1 (stereo not given),-7,-8[20 µM],1,-5,-2,-6,1,-9,-4
COC(=O)c1cc(C(=O)OC)cc(N2C(=O)CN=C2Nc2nc(C)cc(C)n2)c1,-9,-6[20 µM],-3,-16,-2,-5,0,-3,-100
O=c1[nH]sc2ccccc12,-5,-21,3,-29,19,4,25,5,1
C=CCNC(=S)Nc1cccc2ccccc12,8,-14[20 µM],-2,2,-5,7,-1,-15,-1
CN(C)c1ccc(/C=C2/C(=O)N(c3ccc([N+](=O)[O-])cc3)N=C2N2CCOCC2)cc1,-8,-13,-14,11,-13,32*,-2,-18,-20
FC(F)(F)c1ccccc1-n1c(-c2cnccn2)n[nH]c1=S,-2,-13,-22,-2,-1,-1,3,-11,-9
Cc1ccc(N/C(N)=N/c2nc(CSc3nnc(C)s3)cc(=O)[nH]2)c(C)c1,-2,-26,-10,-24,-1,4,-2,-13,14
CC1CCCN(C(=O)c2ccccc2OC2CCN(S(C)(=O)=O)CC2)C1 (stereo not given),6,-6,3,-4,0,7,1,2,7
Nc1nnn(CC(=O)N/N=C/c2ccccc2Cl)n1,-1,-28,-9,-6,0,2,-3,-2,-10
CCN(CC)C(=O)COc1ccc(-c2nnc(Nc3ccc(OC)c(C(=O)NC)c3)c3ccccc23)cc1,14,-12,-44,-10,-9,4,-5,-14,0
O=C(CCCOc1ccc(Cl)cc1Cl)Nc1ccncc1,3,-29[20 µM],2,-17,0,0,6,-16,-41
CCOc1ccc(CN2C(=O)c3ccccc3C2C(=O)NCC2CCCO2)cc1 (stereo not given),0,-19,-3,-11,0,4,0,-8,28
CS(=O)(=O)NCCNc1ccc(C(F)(F)F)cc1[N+](=O)[O-],-6,-26,-13,0,-2,3,-2,-12,-25
COCCNC(=O)C(c1c[nH]c2ccccc12)N(C(=O)c1snc(C(N)=O)c1N)c1cccc(OC)c1 (stereo not given),-6,-10,-10,-10,2,-5,-6,2,10
COc1cc(NC(=O)C2CC(=O)NC3=C2C(=O)CC(C)(C)C3)c(OC)cc1Cl (stereo not given),-8,5,0,-17,-3,-7,0,-7,-8
CCNc1nc(N)nc(-c2cc(Cl)ccc2OC)n1,0,-37[20 µM],-4,-11,2,-3,-1,-1,-1
Cc1cc(=O)c2cc3nc(-c4cccnc4)oc3c(Br)c2o1,0,-15,-32,15,-3,2,0,-10,-18
CCCC(=O)Nc1c2c(nn1-c1ccc(OC)cc1)CS(=O)(=O)C2,-7,-20,6,-7,0,5,2,0,-21
COCCNC(=O)c1snc2ccc(Cl)cc12,-6,-9[20 µM],-17,-12,-8,1,1,-5,-53
CCCc1[nH]nc2c1C(c1cccnc1)C(C#N)=C(N)O2 (stereo not given),-1,-23,-3,4,0,3,-2,3,-26
Cn1cc(CN2CCCC(CO)(Cc3cccc(Cl)c3)C2)cn1 (stereo not given),5,-30,-7,-9,-1,0,-1,-8,16
O=C(NCc1cccnc1)c1cccc(C(F)(F)F)c1,-3,-16[20 µM],0,2,2,1,1,-6,-30
O=C(Cn1nc(C(F)(F)F)c2c1CCCC2)N1CCOCC1,-5,-7,6,5,-2,-6,0,-3,6
CCC(=O)Nc1cc2c(C)cc(=O)oc2cc1C,-6,-18[20 µM],-8,-5,0,-1,-1,-6,-65
O=C(COC(=O)c1cn(-c2ccccc2)nc1-c1cccs1)NC1CC1,-8,-21,-6,-9,2,-5,-3,-7,-28
O=C(c1ccc(Cl)cc1)[C@@H]1[C@@H]2C(=O)N(c3cccc4ccccc34)C(=O)[C@@H]2C2c3ccccc3C=NN21 (stereo not given in full),-6,-10,-13,-5,-8,1,-7,-7,-37
COC(=O)c1ccc(Nc2cc(C)nc(-c3ccccc3O)n2)cc1,-2,-15,-8,-23,1,3,-2,-2,i
CCOC(=O)c1cnn(-c2ccccc2)c1-n1cccc1C(=O)C(=O)Nc1ccccc1C(F)(F)F,4,1,-10,-21,0,-2,-6,-25,21
O=C(CSc1n[nH]c(=O)[nH]c1=O)Nc1cccc(S(=O)(=O)N2CCOCC2)c1,-1,-11,-6,-11,4,2,-1,1,2
N#C/C(=C\N1CCOCC1)C(N)=O,-9,-23,-5,-2,1,3,2,-8,-19
N#Cc1ccccc1NC(=O)CC1CCCCC1,8,-21[20 µM],-6,-3,0,3,2,-7,-14
CSc1cccc(NC(=O)CCC(=O)O)c1,-2,-35,-1,-20,-3,3,0,71*,-10

# Screening data as filed in PubChem.
